High-throughput results (PubChem BioAssay)
GPR151 ag = human GPR151 activation. activation, % at 11.2 µM. PathHunter beta-arrestin GPR151 cells, luminescence. Q8TDV0. hit rate 1% among 650,000; in the data active = activation above about 4.9%;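 also: 0% = median of compound wells and 100% = cells with positive control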
Target sequence (Q8TDV0 whole entry, looked up): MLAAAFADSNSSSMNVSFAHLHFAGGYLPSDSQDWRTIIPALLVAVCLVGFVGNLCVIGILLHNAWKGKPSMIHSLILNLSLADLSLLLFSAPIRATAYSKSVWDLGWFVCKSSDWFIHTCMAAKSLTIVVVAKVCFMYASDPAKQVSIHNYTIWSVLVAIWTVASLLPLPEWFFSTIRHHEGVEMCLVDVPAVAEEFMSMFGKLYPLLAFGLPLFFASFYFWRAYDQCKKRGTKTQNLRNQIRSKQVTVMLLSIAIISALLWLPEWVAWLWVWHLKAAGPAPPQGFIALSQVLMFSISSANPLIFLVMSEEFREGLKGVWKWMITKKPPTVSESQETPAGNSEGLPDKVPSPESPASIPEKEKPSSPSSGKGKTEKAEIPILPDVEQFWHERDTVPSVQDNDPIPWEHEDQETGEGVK
FBW7 activator = activators of human E3 ligase FBW7 | AlphaScreen FBW7–phospho-cyclin E peptide binding, activator screen | Q969H0 | hit rate 0.13% among 650,000 | normalized activity (activation), % at 26.1 µM | AID 1259310; in the data active = normalized activity above about 1.9%;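 also: purified mutant Fbw7 with reduced substrate affinity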
Target sequence (Q969H0 whole entry, looked up): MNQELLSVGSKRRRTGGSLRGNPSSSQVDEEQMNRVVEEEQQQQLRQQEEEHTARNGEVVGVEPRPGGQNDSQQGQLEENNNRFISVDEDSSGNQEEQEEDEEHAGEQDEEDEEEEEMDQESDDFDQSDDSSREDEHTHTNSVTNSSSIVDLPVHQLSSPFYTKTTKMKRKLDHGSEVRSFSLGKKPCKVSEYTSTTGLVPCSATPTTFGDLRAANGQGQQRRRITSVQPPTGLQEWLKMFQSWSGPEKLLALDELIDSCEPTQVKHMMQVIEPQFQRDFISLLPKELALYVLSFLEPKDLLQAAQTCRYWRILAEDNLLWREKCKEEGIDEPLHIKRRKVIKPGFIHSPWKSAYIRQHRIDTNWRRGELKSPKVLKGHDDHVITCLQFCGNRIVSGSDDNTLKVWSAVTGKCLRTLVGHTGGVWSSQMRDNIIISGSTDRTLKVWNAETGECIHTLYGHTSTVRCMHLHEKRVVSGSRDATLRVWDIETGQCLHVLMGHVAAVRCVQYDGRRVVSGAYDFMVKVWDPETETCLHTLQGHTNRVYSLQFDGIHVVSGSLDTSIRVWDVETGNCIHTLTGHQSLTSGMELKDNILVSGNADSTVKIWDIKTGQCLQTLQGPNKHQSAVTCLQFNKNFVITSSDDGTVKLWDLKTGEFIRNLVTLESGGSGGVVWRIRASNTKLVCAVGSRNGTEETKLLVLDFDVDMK
TEAD-YAP block = TEAD-YAP interaction inhibition; HEK-TIYL cells, TEAD-Gal4/YAP UAS-luciferase luminescence; inhibition, % at 9.12 µM; hit rate 1.4% among 640,000; in the data active = inhibition above about 32%;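 also: 0% = median of test compound wells and 100% = reference inhibitor wells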
MITF inh = blocks human microphthalmia-associated transcription factor. AlphaScreen MITF homodimerization, bead proximity signal. inhibition, % at 2.6 µM. hit rate 0.91% among 650,000. AID 1259374; in the data active = inhibition above about 50%;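 also: 0% = vehicle wells with protein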
* = called active by the depositor.

Screens in order – GPR151 ag	FBW7 activator	TEAD-YAP block	MITF inh
[1] CCn1c2ccccc2c2cc(CN3CCN(C(=O)c4cc(OC)cc(OC)c4)CC3)ccc21
→ 0.6	-0.1	13	34
[2] Cc1cncc2c(S(=O)(=O)N3CC[C@H](NC(=O)C(O)c4ccc(Cl)cc4)C3)cccc12 (stereo not given in full)
→ -0.7	0.1	2	8
[3] N#Cc1c(-c2ccc(F)cc2)cc(-c2cccnc2)nc1N
→ -1.1	0.5	-11	12
[4] COc1ccc(S(=O)(=O)N(C)c2ccc(C(N)=O)cc2)cc1
→ 1.3	-0.1	1	-3
[5] Cc1c(Cl)ccc2sc(N3CCN(C(=O)NC4CCCC4)CC3)nc12
→ -0.3	-0.1	-7	14
[6] CSc1nc(N2CCCCC2)c2cnn(CCN)c2n1
→ 3.8	0.0	-1	1
[7] Cc1ccc(-c2nc(NCCN3CCOCC3)c3ccccc3n2)cc1
→ 0.3	0.1	-20	23
[8] Cc1cc(=O)n2nc(N(C)CC(=O)NCc3cccc(Cl)c3)sc2n1
→ 1.7	0.2	-6	-1
[9] CCc1nn(CC(=O)NCCCN2CCCCC2CC)c(=O)c2cc3occc3n12 (stereo not given)
→ -0.3	0.1	0	-6
[10] CCN(Cc1ccccc1)S(=O)(=O)c1ccc(F)c(C(=O)Nc2ccc(F)c(Cl)c2)c1
→ -1.5	0.2	4	13
[11] CCC(C)OC(=O)C1=C(C)NC(=O)NC1c1cc(OC)c(O)c(OC)c1 (stereo not given)
→ 2.2	0.0	-9	19
[12] COc1ccc(CCNC(=O)c2ccnc(-c3cccs3)c2)cc1
→ 0.1	0.1	1	3
[13] CC12Oc3ccc(Br)cc3C(NC(=S)N1c1ccccc1)C2C(=O)Nc1ccc(Cl)cc1 (stereo not given)
→ -2.0	0.0	7	8
[14] Cc1cccn2c(=O)c(C=O)c(Nc3ccc(S(N)(=O)=O)cc3)nc12
→ -0.4	-0.1	0	7
[15] CCC(C)Nc1nnnc2c1sc1nc3c(cc12)COC(C)(C)C3 (stereo not given)
→ -0.4	0.1	-17	10

Arranged by count of non-hydrogen atoms (descending): part of the list above.
Screens in order – GPR151 ag	FBW7 activator	TEAD-YAP block	MITF inh
[13] CC12Oc3ccc(Br)cc3C(NC(=S)N1c1ccccc1)C2C(=O)Nc1ccc(Cl)cc1 (stereo not given)
→ -2.0	0.0	7	8
[11] CCC(C)OC(=O)C1=C(C)NC(=O)NC1c1cc(OC)c(O)c(OC)c1 (stereo not given)
→ 2.2	0.0	-9	19
[5] Cc1c(Cl)ccc2sc(N3CCN(C(=O)NC4CCCC4)CC3)nc12
→ -0.3	-0.1	-7	14
[15] CCC(C)Nc1nnnc2c1sc1nc3c(cc12)COC(C)(C)C3 (stereo not given)
→ -0.4	0.1	-17	10
[4] COc1ccc(S(=O)(=O)N(C)c2ccc(C(N)=O)cc2)cc1
→ 1.3	-0.1	1	-3

(list continues)
Screens in order – GPR151 ag	FBW7 activator	TEAD-YAP block	MITF inh
[16] COc1ccc(C2C(C(=O)N(C)C3CCCCC3)c3ccccc3C(=O)N2C)cc1 (stereo not given)
→ 1.7	-0.2	-14	-1
[17] COC(=O)c1cc(Nc2ncnc(N)c2[N+](=O)[O-])cc(C(=O)OC)c1
→ -1.4	0.0	13	1
[18] COC(=O)c1cc(S(=O)(=O)NCc2ccc(N(C)C)cc2)cn1C
→ -0.4	-0.1	-3	5
[19] COc1ccccc1CNC(=O)CCC1(Cc2ccc(OC)c3ccccc23)CCC(=O)N1 (stereo not given)
→ 0.4	0.1	11	-2
[20] COC(=O)c1c(NC(=O)CCCOc2cccc(C)c2)sc2c1CCC(C)C2 (stereo not given)
→ 0.6	-0.1	6	7
[21] O=C1C2(COCOC2)COCC12COCOC2
→ 0.3	0.2	-2	0
[22] Cc1cccc(CS(=O)(=O)Cc2ccc(C(=O)NC3CCCCC3)o2)c1
→ 0.5	0.0	11	4
[23] CCCCOc1ccc2c3c(c(=O)oc2c1OCCCC)CCC3
→ 1.2	-0.2	-10	-17
[24] CCc1cc(Br)ccc1N1C(=O)C2C3C=CC(C3)C2C1=O (stereo not given)
→ 2.0	0.0	2	-2
[25] CC(C)(C)c1[nH]nc2c1C(c1cc3c(cc1[N+](=O)[O-])OCO3)C(C#N)=C(N)O2 (stereo not given)
→ 0.5	0.0	4	-10
[26] CCCN(CCC)S(=O)(=O)c1ccc(C(=O)N=c2sc3c4ccccc4ccc3n2C)cc1
→ -0.7	0.0	-4	-8
[27] COc1ccc(-c2cnc(SCC(=O)Nc3cccc(F)c3)n2C)cc1
→ -0.7	0.0	33*	8
[28] Nn1c(SCC(=O)Nc2ccc(F)cc2F)nnc1-c1ccco1
→ -1.7	-0.1	-45	3
[29] CCOc1ccc(CCNC(=O)Cn2nc(-c3ccc(Cl)cc3)c3ccccc3c2=O)cc1OCC
→ -0.4	0.2	-6	-11
[30] CCOC(=O)C1=C(N)Oc2ccc3ccccc3c2C1c1cccc(O)c1 (stereo not given)
→ 2.9	-0.1	2	2
[31] Sc1sc(-c2ccccc2)cc1C=Nc1ccccc1
→ 2.4	0.0	29	-11
[32] CCC(=O)N=c1sc2cccc(F)c2n1CC
→ -1.3	0.0	13	-36
[33] CCC(CC)C(=O)Nc1ccccc1OC
→ 0.6	0.2	12	14
[34] Nc1c(-c2nc(-c3ccccc3F)no2)nnn1-c1ccccc1
→ -0.5	0.5	-39	11
[35] CCOC(=O)c1nn(CCO)c2c1CN(Cc1ccc(C(=O)OC)cc1)CC2
→ -1.6	-0.1	7	-6
[36] Nc1ccc(NC(=O)c2ccc([N+](=O)[O-])cc2)cc1
→ -0.7	0.5	6	19
[37] CCCCOc1ccc(CSc2nnc(CC)n2N)cc1[N+](=O)[O-]
→ 1.6	0.0	-8	6
[38] CNC(=O)c1cc2c(n(-c3ccccc3)c1=O)CCCC2=O
→ -0.9	-0.1	-6	-4
[39] CN(C)c1ccc(C2C(=O)N(C3CCCCC3)CC(=O)N2CCc2ccccc2)cc1 (stereo not given)
→ -0.1	-0.1	11	-1
[40] COc1ccc2nc(NC(=O)CSc3nc4ccccc4[nH]3)sc2c1
→ 0.4	-0.1	-37	5
[41] CCCCCOC(=O)c1ccc2c(c1)C(=O)N(C1CCCCC1)C2=O
→ 0.1	0.0	3	5
[42] Cc1noc(NS(=O)(=O)c2ccc(NC(=O)c3oc4ccccc4c3C)cc2)c1C
→ -0.2	-0.1	3	3
[43] O=C(Nc1nn2cnnc2s1)c1cc(=O)[nH]c2ccccc12
→ 1.9	0.1	-5	-2
[44] COC(=O)c1cc(OC)c2c(c1Br)OCO2
→ 0.2	0.2	2	9
[45] CC(C)CNC(=O)C(Br)(C(F)(F)F)C(F)(F)F
→ 0.6	0.8	-13	12
[46] CC(C)c1ccc(CN[C@H]2C[C@H]3C(=O)N[C@@H](C(C)C)C(=O)N3C2)cc1
→ -0.7	0.7	15	16
[47] N#Cc1ccc(/C=N/NC(=O)c2cc([N+](=O)[O-])cc([N+](=O)[O-])c2)cc1
→ -0.8	0.1	7	66*
[48] Cc1ccc(N2C(=O)CC(Sc3ccc(F)cc3)C2=O)cc1 (stereo not given)
→ -0.2	0.0	10	-10
[49] Cc1ccc(S(=O)(=O)N(C)CC(=O)Nc2cccc3c2CCCC3)cc1
→ 2.8	-0.1	10	-1
[50] O=C(CC1C(=O)N(c2ccccc2)C(=O)N1Cc1cccs1)Nc1ccc(Cl)cc1 (stereo not given)
→ -1.0	-0.1	-2	3
[51] CCC(C)NC(=O)CCc1c(C)nc2c(c1C)c(=O)n(C)c(=O)n2C (stereo not given)
→ -0.9	0.1	-2	-9
[52] CCc1c2ccc(C)n2cc[n+]1C
→ 0.6	0.0	0	1
[53] COc1ccc(CN2CCN(S(=O)(=O)c3ccccc3[N+](=O)[O-])CC2)c(OC)c1OC
→ -0.3	-0.2	-20	42
[54] C=CCN(C)C(=O)c1cnc2sc3ccccc3n2c1=O
→ -0.2	0.9	-3	15
[55] CC(=O)NC(=S)NNC(=O)c1ccc(-c2ccccc2)cc1
→ -2.0	-0.2	-21	7
[56] CNCCCOc1ccc(C)cc1Br
→ 1.0	-0.1	-8	36
[57] CSc1ccc(C2NC(=O)c3c(sc4c3CCN(C)C4)N2)cc1 (stereo not given)
→ 2.1	-0.1	1	-1
[58] CCN(CC)CCOC(=O)COc1ccc(F)cc1
→ 2.0	-0.1	4	1
[59] COc1ccc(C(=O)Oc2ccc(Cl)cc2C=O)cc1OC
→ 0.2	0.1	3	2
[60] Cc1ccc(-n2c(=O)c(C#N)cc3c(=O)n4ccccc4nc32)cc1C
→ 1.1	0.0	-11	4

More entries
cpd	SMILES	GPR151 ag	FBW7 activator	TEAD-YAP block	MITF inh
61	Cc1cccc(OCC(O)Cn2c(N(C)C)nc3c2c(=O)[nH]c(=O)n3C)c1 (stereo not given)	1.4	0.3	2	5
62	Cc1ccc(-c2ncccc2OC(=O)C23CC4CC(CC(C4)C2)C3)cc1	-0.9	-0.1	4	3
63	Cc1cccc2c1CC(C)(C)N/C2=C\C(N)=O	0.4	-0.2	12	-11
64	Nc1ccc(C(=O)Oc2cccc(Cl)c2Cl)cc1[N+](=O)[O-]	0.7	0.1	-4	-7
65	COc1ccc(CNC(=O)CC23CC4CC(CC(C4)C2)C3)cc1OC	-1.7	-0.1	-7	6
66	COc1ccccc1C(=O)Nc1ccc(Oc2nc(C)nc3sc4c(c23)CCCC4)cc1	-2.0	-0.1	-1	-10
67	O=C(CC1S/C(=N/N=C/c2c(F)cccc2Cl)NC1=O)Nc1ccccc1 (stereo not given)	0.1	0.1	-6	-4
68	Cc1ccn2c(C(=O)N3CCCC3)c(C)nc2c1	0.4	0.1	9	-2
69	Cc1nn(C)c(C)c1S(=O)(=O)NC1CCCC1	-0.2	0.1	3	12
70	CN(Cc1ccccc1)C(=O)c1ccc(N2CC3CC(C2)c2cccc(=O)n2C3)c(NC(=O)c2ccc(F)cc2)c1 (stereo not given)	1.6	-0.1	-3	-4
71	CCn1c(SCC(=O)OC(C)(C)C)nnc1-c1ccccc1OC	0.7	0.1	-7	10
72	O=C(C1CCN(S(=O)(=O)c2ccccc2)CC1)N(Cc1ccccc1)C1CCCC1	4.2	0.1	-4	-2
73	CCN(Cc1ccccc1)C(=O)[C@@H](NC(=O)c1ccc(F)cc1)C(C)C	-0.5	0.1	6	-2
74	O=C(Nc1ccc(F)c(Cl)c1)c1cc([N+](=O)[O-])ccc1N1CCOCC1	-0.8	0.9	4	7
75	COc1ccccc1NC(=S)N(Cc1ccccc1)Cc1ccc(C)o1	-1.5	-0.2	-4	-3
76	CCN(CC)S(=O)(=O)c1cc([N+](=O)[O-])ccc1Cl	0.4	-0.2	3	-8
77	O=C(C1CCNCC1)N1CCN(c2ccccc2F)CC1	0.2	-0.2	1	46
78	CCOC(=O)COc1ccc(/C=C2\N=C(c3ccccc3)OC2=O)cc1OCC	0.2	0.0	5	-13
79	CCOCCOC(=O)COc1ccc2c(=O)c(Oc3ccccc3Br)coc2c1	1.6	-0.2	0	-1
80	Cc1ccc(-c2n[nH]c(CNC(=O)c3c(F)cccc3F)n2)cc1	-0.5	-0.1	-3	2
81	COCCNC(=O)C(NC(=O)C1CCCCC1)C(C)C (stereo not given)	0.9	0.1	6	-1
82	O=C(O)c1ccc(NS(=O)(=O)c2cc(Cl)ccc2Cl)cc1	0.0	0.0	3	1
83	Cc1cc(NC(=O)c2cccc(N(C)C)c2)sn1	-2.7	0.6	-44	3
84	CCOc1cc(Br)ccc1S(=O)(=O)NCc1ccccc1	0.9	-0.1	4	2
85	CCn1cc(CNCc2ccc(OCC(O)CN3CCCCC3)cc2)cn1 (stereo not given)	0.8	-0.2	-4	-2
86	COc1ccccc1CCNc1nc(CN2CCCC(OC)C2)nc2ccccc12 (stereo not given)	-0.7	-0.2	5	-3
87	CCOC(=O)CNC(=O)CCNC(=O)Cn1cnc2ccccc2c1=O	-0.9	0.1	2	9
88	O=C(CCC(=O)Nc1ccccc1)NNC(=O)c1ccccc1Cl	1.5	0.2	-13	2
89	N#Cc1cc(S(=O)(=O)N2CCOCC2)ccc1F	-1.9	0.1	-5	21
90	O=S(=O)(NCC(c1ccco1)N1CCCCC1)c1cccc(C(F)(F)F)c1 (stereo not given)	-0.6	0.1	5	17
91	O=C(CCC1CCCC1)N1CCN(S(=O)(=O)c2ccc3ccccc3c2)CC1	-1.6	0.6	-2	0
92	CC(C)[C@H]1NC(=O)[C@@H]2C[C@H](NCc3cn(C)nc3-c3ccccc3)CN2C1=O	2.2	-0.1	12	-7
93	COc1ccc(C2=C3C(=O)C(=O)N(CC(C)C)C34C(O)(O)c3ccccc3C4(O)O2)cc1 (stereo not given)	-0.5	0.0	2	13
94	CCOC(=O)C(C)n1cnc2c(nnn2Cc2ccc(C)cc2)c1=O (stereo not given)	0.4	-0.1	-5	2
95	Cc1ccc(C(=O)Oc2ccc(Cl)cc2)cc1S(=O)(=O)N1CCOCC1	-0.5	0.0	-8	-4
96	Cc1ccc(NS(=O)(=O)c2c(F)cccc2F)cc1S(=O)(=O)N(C)C	0.3	0.0	0	4
97	O=C(NCCN1CCN(c2ccccc2)CC1)Nc1ccccc1Br	-0.3	0.0	0	12
98	C=CCOc1ccc(Br)cc1/C=C(\C#N)C(=O)Nc1ccc([N+](=O)[O-])cc1O	-1.2	0.2	-7	7
99	CCN1C(=O)C(O)(c2c[nH]c3ccccc23)c2cc(Cl)ccc21 (stereo not given)	2.4	-0.2	9	-4
100	CSc1nc2sc3c(c2c(=O)n1CCc1ccccc1)CC(C)(C)OC3	-0.6	0.0	2	7
101	COC(=O)c1c(NC(=O)CCc2ccc(OC)cc2)sc2c1CCCCCC2	0.0	0.0	4	-4

Retrieved by structure from the list above, 2 records:
cpd	SMILES	GPR151 ag	FBW7 activator	TEAD-YAP block	MITF inh
15	CCC(C)Nc1nnnc2c1sc1nc3c(cc12)COC(C)(C)C3 (stereo not given)	-0.4	0.1	-17	10
90	O=S(=O)(NCC(c1ccco1)N1CCCCC1)c1cccc(C(F)(F)F)c1 (stereo not given)	-0.6	0.1	5	17
